HT1080NT lethal = qHTS for induction of synthetic lethality in tumor cells producing 2HG: qHTS for the HT-1080-NT fibrosarcoma cell line; HT-1080-NT fibrosarcoma viability, CellTiter-Glo ATP luminescence, 48 h; Potency, µM (top dose mostly 46.1 µM), inactives show at the top dose activity, negative = less viability, hits mostly cytotoxic; actives 1.6% (n = 360,000); AID 686970, 2013;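 also: NT is the 2HG producing partner of a matched IDH1 knockdown line; 0% = DMSO-treated cells and -100% = media-only wells without cells; nearly all actives have a fitted effect of over 55% in size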
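Viability by CellTiter-Glo luminescence after 48 h compound exposure at 37C of HT-1080-NT cells (750/well, RPMI, 5% FBS). % activity scaled between DMSO wells and medium-only wells, then curve-fitted and categorized by curve class.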
KB-V1 cytotox = qHTS assay for MDR1-selective chemotherapeutics: Primary screen using the drug-selected MDR subline cells KB-V1 | Potency, µM (series often up to 46.1 µM), without a hit: at the highest dose activity change, negative = cytotoxicity, actives largely listed as cytotoxic | KB-V1 MDR cells viability, CellTiter-Glo, 72 h | actives 3.4% (n = 400,000) | AID 1347076, 2019; also: % is scaled to controls: 0 for no effect and ±100 for the full control effect; nearly all actives have a fitted effect of over 60% in size
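KB-V1 MDR subline cells in DMEM (phenol-red free, 10% FBS) exposed to compounds in qHTS concentration series for 72 h at 37 degrees C. Viability read by CellTiter-Glo luminescence; concentration-effect curves fitted after normalization and correction.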
SW480 rerep = A quantitative high throughput screen for small molecules that induce DNA re-replication in SW480 colon adenocarcinoma cells. SW480 DNA re-replication, Hoechst DNA content imaging, 48 h. Potency, µM (top dose mostly 46.1 µM), for the others: at the highest dose re-replication activation, actives largely listed as activators. actives 1.8% (n = 340,000); also: % of control where 0% means no effect; nearly all actives have a fitted effect of over 55% in size
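First, 250 cells per well were seeded. Next, compound or vehicle (23 nL) was pinned in, plates sat 48 hr at 37 C. Finally Hoechst was added for 40 min before fluorescence scanning.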
GLP1R cytotox = qHTS of GLP-1 Receptor Inverse Agonists: Cytotox Screen | HEK293 cAMP-luciferase reporter cells, luminescence, 24 h | actives 0.13% (n = 410,000) | Potency, µM (highest dose often 38.3 µM), for inactives: top-dose activity change, negative = inhibition, hits mostly inhibitors | AID 624418, 2012;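 also: loss of luciferase light is scored as toxicity; % is scaled to controls: 0 for no effect and ±100 for the full control effect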
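Step one: seed cells (200 cells/uL, DMEM with 10% Nu serum, 1% pen-strep). Step two: 12-hour incubation at 37 deg C. Step three: pin 23 nL compound, incubate 24 hr. Step four: add luciferase reagent, read luminescence 12 min later.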
GLP-1R agonist = qHTS of GLP-1 Receptor Agonists; Glucagon-like peptide 1 receptor (Homo sapiens), P43220; HEK293 GLP-1R CRE-luciferase, luminescence, 4-6 h; cells express a hypersensitive GLP-1R form; Potency, µM (titrated, usually from 45.6 µM), inactives show at the highest dose activation, most hits filed as activators; actives 0.007% (n = 380,000); AID 624172, 2012; also: % of control where 0% means no effect
Target sequence (P43220 whole entry, looked up): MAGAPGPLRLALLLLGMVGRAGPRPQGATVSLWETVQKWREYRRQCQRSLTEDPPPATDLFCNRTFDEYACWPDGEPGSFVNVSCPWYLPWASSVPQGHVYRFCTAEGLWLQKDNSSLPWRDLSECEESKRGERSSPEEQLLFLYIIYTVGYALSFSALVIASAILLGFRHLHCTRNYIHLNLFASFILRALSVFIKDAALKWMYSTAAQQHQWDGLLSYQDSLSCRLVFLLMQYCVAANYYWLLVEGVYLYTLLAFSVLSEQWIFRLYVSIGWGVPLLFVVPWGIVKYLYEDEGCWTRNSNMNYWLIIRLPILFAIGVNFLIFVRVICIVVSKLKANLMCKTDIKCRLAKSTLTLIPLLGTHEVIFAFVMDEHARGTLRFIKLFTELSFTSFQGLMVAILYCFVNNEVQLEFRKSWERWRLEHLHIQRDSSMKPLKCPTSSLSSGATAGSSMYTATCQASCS
KB-3-1 cytotox = qHTS assay for MDR1-selective chemotherapeutics: Primary screen using the parental adenocarcinoma cell KB-3-1 | Potency, µM (titrated, usually from 46.1 µM), for inactives: top-dose activity change, negative = cytotoxic, actives largely listed as cytotoxic | actives 1.4% (n = 400,000) | KB-3-1 viability, CellTiter-Glo ATP luminescence, 72 h | AID 1347075, 2019; also: % is scaled to controls: 0 for no effect and ±100 for the full control effect; nearly all actives have a fitted effect of over 60% in size
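Using CellTiter-Glo luminescence, growth of non-resistant KB-3-1 adenocarcinoma cells is assessed 72 h after pin-tool compound addition at 37 °C. Normalized responses across the concentration series yield fitted curves.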
HT1080 IDH1KD tx = qHTS for induction of synthetic lethality in tumor cells producing 2HG: qHTS for the HT-1080-IDH1KD cell line; HT-1080 IDH1 knockdown viability, ATP luminescence, 48 h; Potency, µM (series often up to 46.1 µM), inactives show top-dose activity, negative = toxicity, most hits filed as cytotoxic; actives 2% (n = 360,000); AID 686971, 2013;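 also: 0% = DMSO wells and -100% = cell-free medium wells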
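Cytotoxicity counter-line: IDH1KD HT-1080, 48 h, CellTiter-Glo. Curves classed by r2, magnitude and activity.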
TDP43 rescue = qHTS of TDP-43 Inhibitors | Potency, µM (titrated, usually from 46.1 µM), for inactives: at the highest dose growth rescue (activation), most hits filed as activators | TDP-43 expressing yeast growth rescue, BacTiter-Glo, 24 h | AID 652104, 2013 | actives 1.8% (n = 410,000); also: % of control where 0% means no effect; nearly all actives have a fitted effect of over 50% in size
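Luminescence from BacTiter-Glo reports growth of TDP-43-expressing yeast after 24 hr at 30 deg C with compound. Cells were raffinose-pregrown to mid-log, then seeded in galactose medium at OD600=0.02.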
GLP1R inv ag = qHTS of GLP-1 Receptor Inverse Agonists (Inhibition Mode) | Glucagon-like peptide 1 receptor (Homo sapiens), P43220 | HEK293 GLP-1R CRE-luciferase, luminescence, 24 h; GLP-1R form is constitutively active | Potency, µM (highest dose often 38.3 µM), inactives show at the highest dose activity change, negative = inhibition, hits mostly inhibitors | actives 1.6% (n = 410,000); also: % is scaled to controls: 0 for no effect and ±100 for the full control effect; nearly all actives have a fitted effect of over 55% in size
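Using stably transfected HEK293 (constitutively active GLP-1R, cAMP-luciferase reporter), compounds were incubated 24 hr and luciferase measured by luminescence.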
An asterisk follows results filed as active; u = inconclusive; x = not tested or not shown; [ ] = dose if it differs, or a comment. Calls follow the shape of the dose curve; as a rule, active = well fitted curve in the direction sought with a large enough effect; inconclusive = small, poorly fitted or top-dose-only effect, or another doubt; inactive = no such curve, though single readings can be large; an effect the other way counts as inactive or inconclusive. Potency is read from the fitted curve at half-maximal effect.

SMILES	HT1080NT lethal	KB-V1 cytotox	SW480 rerep	GLP1R cytotox	GLP-1R agonist	KB-3-1 cytotox	HT1080 IDH1KD tx	TDP43 rescue	GLP1R inv ag
CC1CN(C(c2cccs2)c2sc3ncnn3c2O)CC(C)O1 (configuration not stated)	5%	19%	1%	0%	-6%	5%	6%	12%	4%
CN1CCN(S(=O)(=O)c2ccc3c(c2)OCCO3)CC1	18%	4%	-2%[9.22 µM]	6%	0%	2%	16%	-11%	2%
COc1cc(-c2nnc(CSc3nnc(N)s3)o2)cc(OC)c1OC	8%	18%	-3%	-24%	-3%	7%	16%	-1%	28%
COC(=O)C1=C(C)N(CCC2=CCCCC2)C(=O)C1	5%	12%	1%	-1%	-7%	-3%	-1%	6%	u
CC1Cc2ccccc2N1C(=O)COC(=O)c1ccc(N(C)C)cc1 (configuration not stated)	5%	u	-3%	-2%	1%	5%	-4%	20%	12%
N/C(=N\OC(=O)c1ccc2c(c1)OCO2)c1ccc(Cl)cc1	7%	-1%	u	-5%	4%	12%	u	3.2µM*	36%[activator]
CCn1c2ccccc2c2cc(Nc3cc(C)nc4ncnn34)ccc21	0.58µM*	u	u	3%	28%	0.23µM*	1µM*	16µM*	u
CC1CCN(CC(O)COc2ccc(C(=O)c3ccccc3)cc2)CC1 (configuration not stated)	-8%	4%	u	-9%	-6%	3%	3%	-2%	u
COc1ccc(NC(=O)CC2C(=O)N(c3ccc(F)cc3)C(=S)N2NC(=O)c2ccc(Cl)cc2)cc1 (configuration not stated)	1%	u	7%	0%	-1%	u	0%	7%	0%
CCOc1ccc(NC(=O)NC(C)c2ccc3c(c2)OCO3)cc1 (configuration not stated)	11%	-5%	1%	-6%	-5%	23%	-2%	0%	u
CCC(=O)Nc1cccc(Br)c1	9%	28%	-9%	-10%	0%	u	21%	-2%	0%
Cc1ccc(OCCNC(=O)Cc2ccc(F)cc2)cc1	7%	9%	-1%	-27%	10%	1%	16%	19%	6%
COCCCNc1c2c(nc3nnnn13)CCCC2	13%	-1%	-1%	9%	3%	-2%	8%	9%	5%
CCCN1CCN(CC(=O)Nc2nnc(C)s2)CC1	10%	10%	-2%	0%	0%	u	2%	5%	2%
Cc1cc(Oc2nc3c(C)cccn3c(=O)c2/C=C(\C#N)S(=O)(=O)c2ccc(Cl)cc2)ccc1Cl	0%	-15%	-10%	17%	4%	u	0%	-8%	5%
COc1ccc(CN2CCN(Cc3ccc4ccccc4c3)CC2)cc1OC	-28%	u	2%	1%	11%	u	u	-1%	u
CCOc1ccccc1-n1c(=S)sc2c(=O)n(-c3ccc(C)cc3)c(=S)[nH]c21	-4%	-15%	23%	-2%	2%	2%	0%	2%	u
CN(Cc1ccon1)C(=O)CC1C(=O)NCCN1CC(C)(C)C (configuration not stated)	7%	7%	-4%	5%	2%	8%	0%	-25%	8%
O=C(N/N=C/c1c(O)n(Cc2ccccc2)c(=O)c2ccccc12)c1cccnc1	13µM*	u	23%	182%[activator]	1%	18µM*	15µM*	21%	-9%
COC(=O)[C@]12CCCCC=C1N(CCc1ccc(OC)c(OC)c1)C(=O)[C@H](CC(=O)N1CCCC1)C2	15%	-16%	x	-3%	x	14%	2%	15%	6%
O=C(Cn1c(-c2cccs2)cc2cc(F)ccc21)NCCCN1CCN(c2ccccc2F)CC1	x	5%	x	-1%	x	-12%	x	4%	u
O=C(COc1ccc2oc(-c3ccccc3)cc(=O)c2c1)NCc1ccco1	-16%	-13%	23%	-20%	1%	3%	u	-1%	-26%
COc1cc(NC(=O)c2c3c(nc4ccccc24)C(=O)N(C2CCCCC2)C3)cc(OC)c1	x	7%	x	-10%	x	2%	x	3%	-2%
O=C(CNC(=S)N(CCCN1CCOCC1)Cc1cccs1)NCc1ccccc1Cl	-2%	-21%	-5%	-6%	-7%	5%	27%	-7%	10%
OCCC1CN(Cc2cccn2-c2cccnc2)CCN1Cc1ccc(F)cc1 (configuration not stated)	8%	0%	-4%	-2%	-5%	-3%	11%	17%	u
Cc1ccc(/C=N/n2c(-c3ccccn3)n[nH]c2=S)o1	-1%	5%	14%	-7%	-6%	3%	0%	18%	5%
COc1cccc([C@@H]2Oc3ccc(OC)cc3C(=O)[C@H]2O)c1	u	1%	u	-14%	4%	u	-16%	u	u
CN(C/C=C/c1ccccc1[N+](=O)[O-])Cc1ccccc1	2%	-12%	-18%	-5%	15%	4%	3%	14%	-31%
CC(=O)N1CCOc2ccc(S(=O)(=O)NC[C@H]3O[C@@H](n4ccc(=O)[nH]c4=O)[C@H](O)[C@@H]3O)cc21	-1%	0%	3%	-5%	-1%	0%	7%	-2%	-34%
CS(=O)(=O)N(CC(=O)NCc1ccc2c(c1)OCO2)C1CCCCC1	1%	-5%	-6%	-12%	4%	9%	6%	9%	-1%
CCOC(=O)N1CCN(C(=O)CSc2nc(=O)n3cc(C)ccc3n2)CC1	-4%	14%	3%	-2%	-3%	17%	-4%	3%	22%
c1ccc2c(c1)oc1c(-c3cccc4nccn34)cccc12	u	-21%	x	-18%	3%	u	u	13%	-31%
Cc1cc(Nc2ccc(Br)c(C)c2)n2nc(-c3ccco3)nc2n1	x	u	x	1%	x	-6%	x	u	u
COc1ccc(NC(=O)CSc2ccc3nnc(-c4ccccn4)n3n2)cc1OC	-1%	23%	-5%	-24%	1%	u	7%	3%	4%
CC(C)(C)N1CSC(=S)N(Cc2ccccc2)C1	19%	u	-3%	0%[0.307 µM]	9%	-23%	2%	-89%[inhibitor]	-14%[0.307 µM]
Cc1cnc(C(=O)OCC(=O)NCCCc2ccccc2)cn1	-11%	11%	-33%[inhibitor]	1%	-1%	25%	13%	-20%	0%
S=C(Nc1ccc2snnc2c1)N1CCN(c2ccccn2)CC1	2%	15%	-1%[9.22 µM]	-24%	4%	-16%	-1%	-24%	8%
Nc1nc2c(ncn2[C@@H]2O[C@H](CNCc3ccc(Oc4cc(-n5cccn5)ncn4)cc3)[C@@H](O)[C@H]2O)c(=O)[nH]1	20%	-1%	x	-14%	21%	0%	25%	19%	20%
C[C@@]12C(=O)N(CC3CC3)CC(=O)N1[C@H](C1CC1)[C@@H]1C(=O)N(c3ccccc3)C(=O)[C@@H]12	8%	-7%	-88%[inhibitor][9.22 µM]	-3%	-7%	19%	14%	9%	0%
Cn1c(NC(=O)c2ccc(F)cc2)nc2ccccc21	-26%	-28%	u	-3%	-1%	u	-27%	28µM*	u
COC(=O)c1cc(-c2ccccc2)nc2nc(SC)[nH]c(=O)c12	-4%	21%	-21%	24%	-2%	13%	-6%	-2%	70%[activator]
COc1ccccc1N1CCN(C(CNS(C)(=O)=O)c2cccnc2)CC1 (configuration not stated)	14%	1%	-127%[inhibitor]	4%	-3%	3%	15%	4%	-2%
COc1cc(OC)c(S(=O)(=O)N2CCN(C(=O)c3ccco3)CC2)cc1NC(C)=O	6%	5%	-51%[inhibitor]	19%	2%	26%	0%	9%	3%
Cn1c(CSCCOc2ccccc2)n[nH]c1=S	18%	-3%	-6%	u	7%	3%	26%	-7%[1.82 µM]	u
Cc1onc(-c2c(F)cccc2Cl)c1C(=O)OCC(=O)Nc1c(C)n(C)n(-c2ccccc2)c1=O	-5%	-2%	-3%	-5%	-3%	-7%	0%	-5%	u

Single records, as listed above.
Listed for CN1CCN(S(=O)(=O)c2ccc3c(c2)OCCO3)CC1 : HT1080NT lethal = 18%; KB-V1 cytotox = 4%; SW480 rerep = -2%[9.22 µM]; GLP1R cytotox = 6%; GLP-1R agonist = 0%; KB-3-1 cytotox = 2%; HT1080 IDH1KD tx = 16%; TDP43 rescue = -11%; GLP1R inv ag = 2%
Listed for Cc1cc(Oc2nc3c(C)cccn3c(=O)c2/C=C(\C#N)S(=O)(=O)c2ccc(Cl)cc2)ccc1Cl : HT1080NT lethal = 0%; KB-V1 cytotox = -15%; SW480 rerep = -10%; GLP1R cytotox = 17%; GLP-1R agonist = 4%; KB-3-1 cytotox = u; HT1080 IDH1KD tx = 0%; TDP43 rescue = -8%; GLP1R inv ag = 5%
Listed for CCC(=O)Nc1cccc(Br)c1 : HT1080NT lethal = 9%; KB-V1 cytotox = 28%; SW480 rerep = -9%; GLP1R cytotox = -10%; GLP-1R agonist = 0%; KB-3-1 cytotox = u; HT1080 IDH1KD tx = 21%; TDP43 rescue = -2%; GLP1R inv ag = 0%

More compounds follow.
SMILES	HT1080NT lethal	KB-V1 cytotox	SW480 rerep	GLP1R cytotox	GLP-1R agonist	KB-3-1 cytotox	HT1080 IDH1KD tx	TDP43 rescue	GLP1R inv ag
CC(C)NC(=S)N/N=C/c1sc(N2CCCCC2)nc1-c1cccs1	u	0%	17%	-8%	-4%	17%	23%	u	-4%
CCOC(=O)c1cc(-c2ccccc2)sc1NC(=O)C(C)OC(=O)c1cccnc1OCC (configuration not stated)	4%	0%	2.9µM*	-3%	1%	0%	4%	-22%	4%
CCc1ccc(OCC(=O)NN2Cc3ccccc3C2=N)cc1	-19%	u	73%	25%	6%	-2%	-40%	4%	-4%
Cc1oc(CN2CCOCC2)cc1C(=O)O	22%	15%	-75%[inhibitor]	1%	0%	8%	8%	-28%	-2%
CCOc1ccc(N2C(=O)CC(N3CCN(c4ccc(Cl)cc4)CC3)C2=O)cc1 (configuration not stated)	9%	0%	-1%	4%	0%	3%	7%	14µM*	3%
Oc1ccccc1-c1n[nH]c(=S)n1Cc1ccco1	u	3%	-7%	1%	4%	-5%	u	-20%	0%
CCC1CCCCN1C(=O)COc1ccc(N(C)S(=O)(=O)c2ccc(C)cc2)cc1 (configuration not stated)	16%	u	u	3%	8%	u	12%	12%	3.2µM*

Screens as filed in PubChem.
